Screening data: PubChem BioAssay, National Center for Advancing Translational Sciences (NCATS)
TbPYK inhibitor = blocks Trypanosoma brucei pyruvate kinase; Q57TT1; TbPYK enzyme, Kinase-Glo Plus ATP luminescence, 45 min; Potency, µM (series often up to 76.8 µM), inactives show at the highest dose activity, negative = inhibition, hits mostly inhibitors; 410,000 compounds, 0.12% hits; further: nearly all actives have a fitted effect of over 50% in size
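Screened from lowest to highest concentration, compounds were pinned into TbPYK/substrate mixtures, and ADP (130 uM final) was added. Plates sat at room temperature for 45 min prior to Kinase-Glo Plus detection by luminescence.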
AMA1 RON2 block = disrupts binding of P. falciparum AMA1 to RON2; AlphaScreen AMA1-biotinylated RON2 peptide binding; Potency, µM (top dose mostly 58.2 µM), without a hit: at the highest dose activity change, negative = inhibition, most hits filed as inhibitors; 360,000 compounds, 0.2% hits; AID 720542;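 further: 0% = vehicle wells and -100% = peptide control; nearly all actives have a fitted effect of over 45% in size; some results filed as inactive show a strong effect at the top dose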
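AMA1 (3D7) with his tag at 25 nM final met compounds first, then biotinylated RON2 peptide at 25 nM; detection used donor plus acceptor beads, 10 µg/mL apiece, read by AlphaScreen after 30 min at room temperature.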
* marks the source's active call; other numbers are inactive results; ? = inconclusive; [ ] = remark or other dose. The call rests on the fitted dose curve; in most records, active means well fitted curve in the direction sought with a large enough effect; inconclusive means small, poorly fitted or top-dose-only effect, or another doubt; inactive means no such curve, though single readings can be large; an effect the other way counts as inactive or inconclusive. Unless noted, on the % scale 0 is the no-effect control and ±100 the full control effect; potency means the concentration at half of the fitted maximal effect.

SMILES	TbPYK inhibitor	AMA1 RON2 block
C#CCNC(=O)C[C@@H]1C[C@@]2(C(=O)OC)CCCCC=C2N(Cc2ccco2)C1=O	-2%	0%
Cc1cc(Br)cn2c(Cc3ccccc3)c(-c3ccco3)nc12	-3%	?
O=C(Nc1cccc(Cl)c1)c1csc([C@@H]2C[C@H](O)[C@@H](CO)O2)n1	-1%	10%
CCCNC(=O)C1(C)CCCN(C(=O)c2ccc(C)c(F)c2)C1 (stereo not given)	-4%	11%
O=C(OCC(=O)N1CCC(Cc2ccccc2)CC1)c1ccc(O)cc1	-5%	1%
COc1ccc(S(=O)(=O)NC(=O)C2(C)CCN2C(=O)CCC2CCCC2)cc1OC (stereo not given)	2%	-2%
COc1ccc(NC(=O)Nc2cccc3c2O[C@H](CN(C)S(C)(=O)=O)[C@@H](C)CN([C@H](C)CO)C3=O)cc1	5%	5%
CC(C)(C)c1ccc(-n2ncc3c2CCCC3NC(=O)CCC2=NNC(=O)CC2)cc1 (stereo not given)	5%	3%
CCCCn1nnnc1C(c1ccccc1)N1CCN(c2ccccn2)CC1 (stereo not given)	0%	-4%
CC1OC(C2CCCCC2)Cc2[nH]c(=S)[nH]c(=O)c21 (stereo not given)	-3%	118%[activator]
Cc1cc(C(O)c2ncc(-c3cccc4ccccc34)[nH]2)ccc1F (stereo not given)	0%	9%
O=C(NCc1ccccn1)c1[nH]c(C(F)(F)F)nc1-c1ccccc1	3%	127%[activator]
Cc1ccc(NC(=S)NC(=O)c2cccs2)cc1F	3%	36%[activator]
CCc1nc2ccc(C(=O)Nc3cc(-c4ccccc4)ccc3OC)cn2c1N(C)C(=O)c1cccc(OC)c1	0%	-7%
CC1(Oc2cccc(Cl)c2)CCN(Cc2ccc(OC(F)(F)F)cc2)C1 (stereo not given)	-10%	-7%
O=C(COC(=O)[C@@H]1CCCN1C(=O)c1cccs1)Nc1cccc([N+](=O)[O-])c1	8%	-25%
O=C(Nc1ccccc1)c1cc(C2CCCN(C(=O)CCc3ccccc3)C2)on1 (stereo not given)	-3%	5%
CC1Cc2[nH][nH]c(=O)c2C(C2CC2)O1 (stereo not given)	-10%	14%
CCOC(=O)c1ccc(S(=O)(=O)N2CCN(C3CC(=O)N(c4ccc(OC)cc4)C3=O)CC2)cc1 (stereo not given)	2%	-9%
COc1ccc(/C=C/c2c(-c3ccc(OC)cc3)sc3cc(OC)c(OC)cc23)cc1	1%	-8%
O=C(Nc1ccccc1)c1nc[nH]c1C(=O)NCCCCCCNC(=O)c1[nH]cnc1C(=O)Nc1ccccc1	-9%	114%[activator]
COCCCn1c(C(=O)NC2CCCCC2)cc2c(=O)n3cccc(C)c3nc21	0%	33%[activator]
CCOC(=O)C(C#N)(Cc1ccc2ccccc2n1)Cc1ccc2ccccc2n1	0%	-12%
COC(=O)[C@H](Cc1ccccc1)N(Cc1ccccc1)S(=O)(=O)N(Cc1ccccc1)[C@@H](Cc1ccccc1)C(=O)OC	1%	-4%
Nc1nc(-c2ccccc2)nc2nonc12	2%	2%

(next part)
SMILES	TbPYK inhibitor	AMA1 RON2 block
Cn1c(=O)c2cc(NC(=O)CCc3cccnc3)ccc2n1Cc1cccc(C(F)(F)F)c1	-2%	2%
Cc1ccc(NC(=O)CSc2nnc(NC3CC3)s2)cc1S(=O)(=O)N1CCOCC1	-3%	-4%
COc1cc(C=NOC(=O)Nc2ccccc2)cc(OC)c1OC	5%	-3%
COc1ccc2c(c1)CCC1(C)CC(=O)C(Br)=C21 (stereo not given)	1%	3%
C[C@@H]1CN([C@H](C)CO)C(=O)CCCn2nncc2CO[C@@H]1CN(C)C(=O)Cc1ccccc1	-9%	6%
CCCCNC(=O)C1(C)CCN1C(=O)c1ccc(F)cc1Cl (stereo not given)	3%	15%
O=C1C=C(Nc2cccnc2)c2ccccc2C1=O	-1%	-14%
COc1cc2nc3n(c(=O)c2cc1OC)-c1cc2ccccc2cc1C(=O)NC3Cc1ccccc1 (stereo not given)	-3%	-3%
Cc1ccc(NC(=O)C2(C)CCN2C(=O)Cc2ccc(C(C)C)cc2)cc1 (stereo not given)	-1%	0%
CCOC(=O)[C@H]1[C@H]2COc3ccc(Br)cc3[C@H]2N2C(=O)CN(Cc3ccc(C)cc3)C(=O)[C@@]12C	0%	0%
Cc1ccc(S(=O)(=O)Nc2c(C)cc([N+](=O)[O-])cc2C)cc1	-5%	-2%
C[C@@H]1CN([C@H](C)CO)C(=O)CCCn2nncc2CO[C@H]1CN(C)C(=O)Oc1ccccc1	1%	-2%
CC(C)NS(=O)(=O)c1ccc(OCC(=O)N2CCN(Cc3ccccc3)CC2)cc1	0%	-2%
CC(C)C(C)N(Cc1ccc(C(=O)O)cc1)C(=O)c1ccc2ccccc2n1 (stereo not given)	3%	-4%
Cc1cccc(NP2(=O)NCCCN2)c1	4%	-14%
CN(C)C(CNC(=O)c1cc(Br)c(Br)s1)c1ccco1 (stereo not given)	7%	0%
C#Cc1cccc(C(=O)N2CCCC(CCC(=O)NCc3ccccc3F)C2)c1 (stereo not given)	0%	1%
CC(C)NC(=O)N(C)C[C@@H]1OCc2ccccc2-c2c(n(C)c3ccccc23)C(=O)N([C@@H](C)CO)C[C@@H]1C	0%	-7%
CCOC(=O)N1CCC(NC(=O)c2oc3c(C)c(C)ccc3c2C)CC1	-7%	-11%
CC1(C(=O)NCCC#N)CCN1C(=O)c1ccccc1CCc1ccccc1 (stereo not given)	4%	0%
COc1ccc(NC(=O)C[C@H]2C(=O)N(c3ccc(OC)cc3)C[C@@H]2CSC)cc1	-5%	-8%
COc1cc(-c2coc3c(C(=O)Nc4ccc(C(C)C)cc4)cccc23)ccc1O	-5%	-2%
CN(c1ccc(OCC(=O)Nc2cc(Cl)ccc2C(=O)O)cc1)S(=O)(=O)c1ccc(F)cc1	-1%	4%[11.6 µM]
O=C(C[C@@H]1C[C@@H]2c3cc(NC(=O)C4CCOCC4)ccc3O[C@@H]2[C@H](CO)O1)NCc1ccccn1	-5%	2%
COc1cc(C(=O)COC(=O)C2CC2(Cl)Cl)cc(OC)c1OC (stereo not given)	1%	0%

Ordered by SMILES length (ascending): some entries from above.
SMILES	TbPYK inhibitor	AMA1 RON2 block
Cc1ccc(NC(=S)NC(=O)c2cccs2)cc1F	3%	36%[activator]
CC1OC(C2CCCCC2)Cc2[nH]c(=S)[nH]c(=O)c21 (stereo not given)	-3%	118%[activator]
O=C(NCc1ccccn1)c1[nH]c(C(F)(F)F)nc1-c1ccccc1	3%	127%[activator]
C#CCNC(=O)C[C@@H]1C[C@@]2(C(=O)OC)CCCCC=C2N(Cc2ccco2)C1=O	-2%	0%

Next section.
SMILES	TbPYK inhibitor	AMA1 RON2 block
COc1ccccc1N(C)S(=O)(=O)c1ccc(C(=O)Nc2cc(OC)c(OC)c(OC)c2)cc1	0%	-4%
N#CCc1ccc(OC(=O)c2ccncc2)cc1	1%	-10%
COc1ccc(CN2C(=O)C(CC(=O)NCCCN(C)C)CC(C(=O)N3CCCCCC3)=C2C)cc1 (stereo not given)	2%	5%
Cc1ccc(NC(=O)Cn2sc3ccccc3c2=O)cc1	7.9µM*	-5%
Cc1cc(F)ccc1-c1cc(C(=O)NCc2cc(C(F)(F)F)cc(C(F)(F)F)c2)[nH]n1	0%	-2%
O=C(NCc1c[nH]c2ccccc12)c1ccccc1	-4%	-2%
COc1ccc(-c2nnc(C(C)Nc3cccc(C(=O)NC4CC4)c3)o2)cc1 (stereo not given)	0%	-2%
CS(=O)(=O)/C(C#N)=C/c1cccn1S(=O)(=O)c1cccc2ccccc12	-12%	?
CC(=O)c1ccc(Nc2nc(C(N)Cc3ccc(N)cc3)cs2)cc1 (stereo not given)	5%	32%[activator]
CC(=O)Nc1cc2c(c([N+](=O)[O-])c1C)C(C)(C)CC2(C)C	-4%	-6%
O=C(Nc1cccc2ccccc12)c1ccco1	-2%	-2%
CC(=O)c1cccc(OCc2cc(C(=O)N(C)Cc3nccs3)no2)c1	1%	-1%
CC(C)NC(=O)N(C)C[C@H]1Oc2cc(Br)ccc2S(=O)(=O)N([C@H](C)CO)C[C@H]1C	-13%	-9%
Cc1noc(C)c1S(=O)(=O)Nc1ccc2c(c1)C(=O)N([C@H](C)CO)C[C@H](C)[C@@H](CN(C)C(=O)Nc1ccccc1)O2	-6%	-3%
OC(c1ccc(F)c(F)c1)c1nc(-c2ccncc2)cs1 (stereo not given)	-5%	10%
CN(CC(=O)Nc1ccc(F)cc1)C(=O)CSc1nnc(Cc2ccccc2)o1	3%	3%[11.6 µM]
CS(=O)(=O)Nc1cccc(-c2ccc3nncn3c2)c1	9%	-6%
Cc1cnc(CNC(=O)C2(C)CCCN2CC(C)C)cn1 (stereo not given)	-1%	105%[activator]
Cc1onc(-c2ccccc2Cl)c1C(=O)Nc1cc(=O)n(C)c(=O)n1C	-2%	2%
CC(C)C[C@H]1CN=C(N(C)C)N1CC(C)C	3%	27%
Nc1ncnc2c1ncn2[C@@H]1O[C@H](C(=O)N(CCC2=CCCCC2)CC2CC2)[C@@H](O)[C@H]1O	1%	-12%
CC1CC(C)CN(S(=O)(=O)c2ccc(C(=O)NNC(=O)c3ccccc3F)cc2)C1 (stereo not given)	5%	84%[activator]
CCN1C(=O)/C(=C/c2cn(-c3ccccc3)nc2-c2cccnc2)SC1=S	-4%	-6%
CC1=C(C(=O)N(C(C)C)C(C)C)CC(CC(=O)NCc2cccc3ccccc23)C(=O)N1Cc1ccc(F)cc1 (stereo not given)	-1%	4%
O=C(NC(CSC(=O)c1ccccc1)C(=O)O)OCc1ccccc1 (stereo not given)	1%	14%

(list continues)
SMILES	TbPYK inhibitor	AMA1 RON2 block
COc1cc([N+](=O)[O-])ccc1NC(=O)COC(=O)c1c[nH]c(=O)[nH]c1=O	-3%	4%
COc1cccc(C2C(C(=O)c3cc4ccccc4o3)=C(O)C(=O)N2CCN(C)C)c1OC (stereo not given)	6%	20%
CCS(=O)c1ccccc1C(=O)OCC(=O)N1CCC(c2ccccc2)=N1 (stereo not given)	2%	4%
CCNC(=O)C1(C)CCN(C(=O)c2c(F)ccc(C)c2F)C1 (stereo not given)	2%	7%
Cc1cccc(C)c1-n1nnnc1C(c1ccnc2ccccc12)N(C)Cc1ccc(Cl)c(Cl)c1 (stereo not given)	1%	-4%
Cc1nc(-c2ccccc2)sc1C1(C)CC(c2ccccc2F)=NO1 (stereo not given)	-5%	-3%
COc1ccc(C(CNC(=O)c2cc(S(=O)(=O)N3CCN(c4ccccc4)CC3)ccc2Cl)N(C)C)cc1 (stereo not given)	-5%	-3%
COC(=O)[C@@]1(Cc2ccccc2)[C@H]2C(=O)N(Cc3ccccc3)C(=O)[C@H]2[C@H]2CN(C)C(=NCc3ccccc3)N21	-4%	8%
CC(=O)c1ccc2ccccc2c1OC(=O)c1ccncc1	10%	-1%
Cn1c(=O)c2[nH]c(SCCN)nc2n(C)c1=S	-5%	64%[activator]
COC(=O)[C@@]1(Cc2ccc(F)cc2)[C@H]2c3cc(C(=O)N4CCCC4)n(Cc4ccc(C)o4)c3C[C@H]2CN1C(=O)c1ccccc1	-2%	-25%
COc1ccc(Nc2nc(C)cc(-c3cc(-c4ccccc4)on3)n2)cc1	-8%	-4%
CC(C)C(=O)N1CCC1(C)C(=O)Nc1cccc(Oc2ccccc2)c1 (stereo not given)	9%	21%
CSc1ccc(CN2CCC2(C)C(=O)NCc2cccc(C(F)(F)F)c2)cc1 (stereo not given)	4%	-6%
CC(Sc1nnc(N)s1)C(=O)NNC(=O)c1cccc(Cl)c1 (stereo not given)	-3%	63%[activator]
C=C(C)[C@@H]1CC=C(CO)CC1	-1%	-1%
N#Cc1ccccc1OCC(=O)Nc1cc(S(=O)(=O)N2CCCCC2)ccc1N1CCOCC1	0%	-8%[11.6 µM]
COCCN(Cc1ccccc1)C(=O)c1cccc(S(=O)(=O)N2CCN(Cc3ccccc3)CC2)c1	-5%	88%[activator]
CCCCc1ccc(NC(=O)COC(=O)c2ccc3ncsc3c2)cc1	1%	0%
Oc1ccc2c(c1)c1ccccc1c1ncccc21	5%	9%
CC1=C(C)N(C)[C@H](c2ccccc2Br)[C@H](O)C1=O	4%	2%
CCCCN1C=C(C(=O)c2ccccc2)C(=O)CC1	3%	2%
CC12CC1(C)C(=O)N(c1cc(Cl)cc(Cl)c1)C2=O (stereo not given)	9%	0%
Cc1ccc(CN(C)C(=O)CCNC(=O)c2ccc(Cl)cc2)o1	0%	-3%
CCCCn1c(N)c(N(CCOC)C(=O)c2ccc3c(c2)C(=O)N(c2ccccc2Cl)C3=O)c(=O)[nH]c1=O	0%	1%

Reformatted with two lines to a compound: 6 of the compounds above.
Results follow in this order: TbPYK inhibitor, AMA1 RON2 block
COc1cccc(C2C(C(=O)c3cc4ccccc4o3)=C(O)C(=O)N2CCN(C)C)c1OC (stereo not given)
    6%, 20%
CCS(=O)c1ccccc1C(=O)OCC(=O)N1CCC(c2ccccc2)=N1 (stereo not given)
    2%, 4%
CCNC(=O)C1(C)CCN(C(=O)c2c(F)ccc(C)c2F)C1 (stereo not given)
    2%, 7%
Cc1cccc(C)c1-n1nnnc1C(c1ccnc2ccccc12)N(C)Cc1ccc(Cl)c(Cl)c1 (stereo not given)
    1%, -4%
Cc1nc(-c2ccccc2)sc1C1(C)CC(c2ccccc2F)=NO1 (stereo not given)
    -5%, -3%
COc1ccc(C(CNC(=O)c2cc(S(=O)(=O)N3CCN(c4ccccc4)CC3)ccc2Cl)N(C)C)cc1 (stereo not given)
    -5%, -3%

These rows are one share of the data (hit frequency here may not be typical).
